MazEF act: increases E. coli MazEF RNase cleavage of RNA; P0AE70; FAM/BHQ RNA-DNA oligo cleavage fluorescence, 5 h; activation, % at 20 µM; hit rate 0.32% among 350,000; AID 504720; in the data active = activation above about 50%
Target sequence (P0AE70 whole entry, looked up): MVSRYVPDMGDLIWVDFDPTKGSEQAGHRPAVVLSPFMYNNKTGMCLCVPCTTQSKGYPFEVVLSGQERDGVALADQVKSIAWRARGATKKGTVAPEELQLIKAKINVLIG
Mtb BioA inh: inhibitors of Mycobacterium tuberculosis BioA enzyme; AID 602481; hit rate 0.096% among 360,000; inhibition, % at 9.99 µM; purified M. tuberculosis BioA enzyme, plate reader; in the data active = inhibition above about 40%; inconclusive = no clear call, values can overlap the other calls
Mtb FBA inh: inhibits M. tuberculosis FBA enzyme; P9WQA3; purified M. tuberculosis FBA, fluorescence read-out; hit rate 2.3% among 360,000; inhibition, % at 1 µM; in the data active = inhibition above about 27%;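 also: 0% = vehicle and 100% = reference inhibitor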
Target sequence (P9WQA3 whole entry, looked up): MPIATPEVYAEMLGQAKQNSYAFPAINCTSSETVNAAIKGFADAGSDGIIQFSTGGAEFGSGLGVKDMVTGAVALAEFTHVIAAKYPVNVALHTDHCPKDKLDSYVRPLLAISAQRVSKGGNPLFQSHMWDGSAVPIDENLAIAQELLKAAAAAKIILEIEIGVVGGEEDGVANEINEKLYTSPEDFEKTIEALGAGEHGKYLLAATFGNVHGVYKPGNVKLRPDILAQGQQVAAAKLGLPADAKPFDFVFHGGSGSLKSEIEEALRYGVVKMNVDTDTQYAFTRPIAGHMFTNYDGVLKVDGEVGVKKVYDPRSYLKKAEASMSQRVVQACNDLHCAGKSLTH
FadD28 FP inh: M. tuberculosis FadD28 bisubstrate binding inhibition | FadD28 bisubstrate probe binding, fluorescence polarization | inhibition, % at 12.5 µM | hit rate 0.22% among 360,000 | AID 588549; in the data active = inhibition above about 8.5%, passing the limit was not always enough; inconclusive = no clear call, values can overlap the other calls
VHR inh abs: blocks human VHR1 dual specificity phosphatase; recombinant VHR phosphatase, pNPP absorbance; inhibition, % at 13.3 µM; hit rate 0.52% among 290,000; AID 1654; in the data active = inhibition above about 50%; also: some compounds called inactive have numbers as strong as hits
Target sequence (P51452 whole entry, looked up): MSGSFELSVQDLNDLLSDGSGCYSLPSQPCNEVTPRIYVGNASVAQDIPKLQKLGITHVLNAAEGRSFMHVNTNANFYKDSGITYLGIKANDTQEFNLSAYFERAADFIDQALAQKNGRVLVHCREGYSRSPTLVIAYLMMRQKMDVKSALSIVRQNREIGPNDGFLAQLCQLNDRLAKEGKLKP
CCHF vOTU inh: CCHFV vOTU protease inhibition; Pep-AMC fluorescence; inhibition, % at 11.5 µM; hit rate 0.55% among 370,000; also: 0% = vehicle wells with enzyme and 100% = no enzyme wells
BoNT F protease: inhibitors of Botulinum neurotoxin F light chain protease | Multiplex microsphere protease cleavage assay, flow cytometry | inhibition, % at 10 µM | hit rate 0.22% among 360,000 | AID 588497; in the data active = inhibition above about 35%, passing the limit was not always enough; inconclusive = no clear call, values can overlap the other calls; also: plate controls were buffer without enzyme for full effect and enzyme alone for no effect
Rv3671c inh: Rv3671c (M. tuberculosis) protease inhibition. hit rate 0.048% among 320,000. P9WHR9. AID 2606. inhibition, % at 5.96 µM; in the data active = inhibition above about 38%;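 also: extracellular domain of Rv3671c used as enzyme; 0% = enzyme with DMSO and 100% = no enzyme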
Target sequence (P9WHR9 whole entry, looked up, the tested form may be a part): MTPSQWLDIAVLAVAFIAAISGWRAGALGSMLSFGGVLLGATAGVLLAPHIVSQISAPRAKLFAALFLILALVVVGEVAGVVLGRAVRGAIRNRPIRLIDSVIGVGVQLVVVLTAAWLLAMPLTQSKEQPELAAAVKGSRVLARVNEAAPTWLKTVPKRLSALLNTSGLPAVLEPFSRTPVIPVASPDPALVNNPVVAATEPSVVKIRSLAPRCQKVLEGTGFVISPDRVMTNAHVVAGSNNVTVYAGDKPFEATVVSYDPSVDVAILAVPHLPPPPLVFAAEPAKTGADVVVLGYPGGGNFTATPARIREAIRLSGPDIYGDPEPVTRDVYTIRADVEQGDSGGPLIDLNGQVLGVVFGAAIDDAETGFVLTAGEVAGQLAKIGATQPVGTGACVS
Mtb UGM inh: inhibitors of M. tuberculosis UDP-galactopyranose mutase. hit rate 0.06% among 320,000. inhibition, % at 10 µM. P9WIQ1. purified UGM, fluorescence polarization probe displacement. AID 504406; in the data active = inhibition above about 10%, passing the limit was not always enough; inconclusive = no clear call, values can overlap the other calls
GDH-TPI inh: inhibits GDH-TPI coupling enzymes, artifact for Mtb FBA screen. GDH-TPI coupled enzyme counterscreen, NADH absorbance. inhibition, % at 4.8 µM. hit rate 1.2% among 360,000. AID 588335;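 also: 0% = DMSO wells and 100% = wells lacking the enzyme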
Active calls of the source: *; ? = inconclusive; / = not tested or not shown. Rule as the data show it, unless noted: active = inhibition above about 30%; inactive = the rest.

Keys – A = MazEF act; B = Mtb BioA inh; C = Mtb FBA inh; D = FadD28 FP inh; E = VHR inh abs; F = CCHF vOTU inh; G = BoNT F protease; H = Rv3671c inh; I = Mtb UGM inh; J = GDH-TPI inh
Cc1ccc(CNC(=O)c2ccc(N3CCC4(CC3)CC(c3ccccc3)=NO4)c(NC(=O)c3cccc(C)c3)c2)cc1
  A: -15; B: -3.0; C: 3; D: -0.3; E: /; F: -10; G: 2; H: -8; I: 5.0; J: -5

Cc1ccc(OCC(=O)OCC(=O)Nc2ccc3c(c2)OCO3)cc1C
  A: -1; B: 1.0; C: -1; D: -0.6; E: /; F: 8; G: /; H: -3; I: -2.1; J: -2

Cc1ccc(S(=O)(=O)N2CC=C(C(=O)NC3CC3)CC2)cc1
  A: 10; B: -0.9; C: 1; D: 0.6; E: -1; F: -10; G: -4; H: -6; I: -2.3; J: -9

CCCCN(C=O)c1c(CC)nc2ccc(C(=O)N3CCN(C(C)=O)CC3)cn12
  A: /; B: -0.9; C: -2; D: -1.6; E: /; F: -6; G: -2; H: /; I: /; J: -1

O=C1CCC(C(=O)NC2(C(=O)NC3CCCCC3)CCCCC2)N1 (stereo not drawn)
  A: 3; B: 1.1; C: 0; D: -0.9; E: 10; F: 2; G: -13; H: -8; I: 0.9; J: 1

O=C(Nc1ccc(N2CCOCC2)nc1)c1cccs1
  A: 5; B: -2.0; C: 7; D: -1.7; E: -1; F: 1; G: 2; H: 1; I: 0.2; J: 4

Cc1ccc2[nH]cc(C(=O)NCc3cccs3)c(=O)c2c1
  A: 4; B: 0.0; C: 0; D: -6.0; E: 0; F: -2; G: 0; H: 2; I: 1.9; J: -4

O=C(COc1ccc(C(=S)N2CCCC2)cc1)Nc1ccc(F)cc1
  A: 5; B: 2.7; C: -1; D: -3.6; E: 27; F: -4; G: 3; H: -1; I: 1.6; J: -2

CCN(CC)S(=O)(=O)N1CCC(C(=O)NCc2ccc(C)cc2)CC1
  A: 7; B: -0.1; C: 1; D: 0.4; E: 10; F: 3; G: -6; H: 3; I: -1.2; J: 0

CCN(CC)CCN(C)C(=O)CCc1nnc(-c2ccc(C)s2)o1
  A: -7; B: 1.9; C: 0; D: -0.9; E: 34; F: 10; G: 1; H: -3; I: 2.4; J: 0

Cc1cc(C)nc(NC(=O)C(C)C)n1
  A: 10; B: -0.7; C: -4; D: -4.6; E: 24; F: -1; G: -5; H: 6; I: -1.4; J: -12

COc1ccc2ccccc2c1/C=N\n1c(C)cc(C)c(C(N)=O)c1=O
  A: 3; B: 0.5; C: 1; D: -5.1; E: 5; F: 8; G: 2; H: -1; I: 2.2; J: 15

COc1cc(C(C)=O)ccc1OCCCN1CCC(Cc2ccccc2)CC1
  A: 11; B: 11; C: 3; D: -5.0; E: 0; F: 3; G: ?; H: 8; I: 1.7; J: 9

O=S(=O)(NCCN1CCOCC1)c1ccc2ccccc2c1
  A: -14; B: 1.7; C: 4; D: -2.2; E: /; F: 8; G: /; H: 7; I: 2.7; J: -2

Cc1ccc(C)c(NC(=O)C2CCCN2S(=O)(=O)c2ccc3c(c2)n(C)c(=O)c(=O)n3C)c1 (stereo not drawn)
  A: 13; B: -0.3; C: 1; D: -2.2; E: -7; F: 1; G: -8; H: -5; I: -0.2; J: 12

Reprinted from the part before: 2 compounds, followed by the next part.
Keys – A = MazEF act; B = Mtb BioA inh; C = Mtb FBA inh; D = FadD28 FP inh; E = VHR inh abs; F = CCHF vOTU inh; G = BoNT F protease; H = Rv3671c inh; I = Mtb UGM inh; J = GDH-TPI inh
O=S(=O)(NCCN1CCOCC1)c1ccc2ccccc2c1
  A: -14; B: 1.7; C: 4; D: -2.2; E: /; F: 8; G: /; H: 7; I: 2.7; J: -2

Cc1ccc(C)c(NC(=O)C2CCCN2S(=O)(=O)c2ccc3c(c2)n(C)c(=O)c(=O)n3C)c1 (stereo not drawn)
  A: 13; B: -0.3; C: 1; D: -2.2; E: -7; F: 1; G: -8; H: -5; I: -0.2; J: 12

O=[N+]([O-])c1cc(/C=N/N2CCN(c3ccccc3)CC2)ccc1Cl
  A: 5; B: -0.8; C: 1; D: -1.0; E: -2; F: 3; G: 5; H: 0; I: 1.4; J: 2

CCOC(=O)N/N=C(\CCC(=O)O)c1cccs1
  A: 3; B: -0.5; C: 4; D: -0.2; E: 2; F: 1; G: 0; H: 1; I: -1.2; J: 7

Cn1c(Cc2ccc3c(c2)OCO3)nnc1SCC(=O)NC1CCCC1
  A: /; B: /; C: /; D: /; E: 18; F: -11; G: /; H: -1; I: 1.9; J: /

Cc1snc(SCC(=O)N/N=C(\N)COc2cccc(C(F)(F)F)c2)c1C#N
  A: 19; B: -0.1; C: -4; D: -3.5; E: 2; F: -1; G: -1; H: -4; I: -1.6; J: 5

CCc1noc(C)c1C(=O)NNC(=O)COc1ccc(Br)cc1
  A: 7; B: -2.9; C: 9; D: 0.0; E: -9; F: -15; G: 8; H: 3; I: 2.3; J: 4

O=C(Nc1ccc(Cl)c(S(=O)(=O)N2CCOCC2)c1)c1ccc2c(c1)OCO2
  A: -3; B: -1.8; C: -1; D: -0.9; E: /; F: 1; G: -4; H: -12; I: -0.8; J: 10

Cc1ccc(N2C(=O)SC(N(CC(=O)O)c3ccc(C)cc3)C2=O)cc1 (stereo not drawn)
  A: -6; B: 0.4; C: -1; D: 1.2; E: -3; F: -1; G: 2; H: 1; I: 1.1; J: -4

Cc1ccc(CCNC(=O)c2cc(S(=O)(=O)N3CCCCC3)c[nH]2)cc1
  A: 4; B: 1.6; C: 1; D: -4.9; E: 17; F: 3; G: -11; H: -14; I: 1.3; J: 2

CCC(CO)n1c(=S)[nH]c2cc(OC)c(OC)cc2c1=O (stereo not drawn)
  A: 11; B: 0.1; C: 1; D: -0.2; E: 33; F: -4; G: 0; H: -9; I: 0.1; J: 15

Cc1c2cnn(CC(=O)N3CCC4(CC3)OCCO4)c(=O)c2c(C)n1Cc1ccccc1
  A: -3; B: /; C: 1; D: -3.9; E: -4; F: 2; G: 4; H: -4; I: -1.0; J: 10

O=[N+]([O-])c1ccc(/C=[N+](\[O-])[C@@H]2CCCC[C@@H]2/[N+]([O-])=C/c2ccc([N+](=O)[O-])o2)o1
  A: 5; B: -0.6; C: -1; D: -0.5; E: 17; F: 16; G: -24; H: -9; I: 1.2; J: 34*

COc1ccc(Cc2c(-c3ccccc3)nc3c4ccccc4ccn23)c(C)c1
  A: /; B: 3.7; C: 9; D: -6.3; E: /; F: -8; G: 6; H: /; I: /; J: /

CCCN(CCC)S(=O)(=O)c1ccc(C(=O)Nc2nnc(-c3cccc(OC)c3)o2)cc1
  A: 7; B: /; C: -4; D: 0.3; E: 29; F: 1; G: -10; H: -4; I: 0.5; J: 20

CCOc1ccccc1NC(=S)N1CCC(NC(=O)C(C)(C)C)CC1
  A: 0; B: /; C: 0; D: 0.3; E: 9; F: -10; G: -7; H: -1; I: 0.8; J: 0

COc1ccc(Br)cc1CNC(=O)Cc1cccs1
  A: 2; B: -1.3; C: 1; D: /; E: 2; F: -5; G: 6; H: /; I: 0.6; J: 10

CC(=O)Nc1ccc(-c2ccnc3c2CC(C)(C(=O)NCc2ccco2)O3)cc1 (stereo not drawn)
  A: /; B: 2.5; C: 10; D: -0.6; E: /; F: -8; G: 0; H: /; I: /; J: 7

CCOC(=O)C1CCN(c2c([N+](=O)[O-])c(C(Cl)Cl)nn2-c2ccccc2)CC1
  A: 3; B: 1.4; C: -3; D: 0.2; E: 3; F: -4; G: -5; H: -2; I: 2.1; J: 0

O=C1NNC(c2ccccc2)=N/C1=C\c1ccccc1Cl
  A: -10; B: -1.7; C: 1; D: -0.4; E: 30; F: 54*; G: 27; H: /; I: /; J: -1

NS(=O)(=O)c1ccc(NC(=O)CN2CCc3ccccc3C2)cc1
  A: -4; B: 0.7; C: 1; D: -0.3; E: 38; F: 2; G: 10; H: -9; I: -0.7; J: -2

Cc1ccc(OC(=O)Cn2c(C(F)(F)F)nc3ccccc32)cc1
  A: 14; B: 1.5; C: 0; D: -1.0; E: 28; F: 16; G: 19; H: 8; I: 0.7; J: 1

COc1ccc(/C=N/NC(=O)c2cccc(Br)c2)cc1CN1CCOCC1
  A: 4; B: -2.1; C: -4; D: -3.0; E: 25; F: -5; G: ?; H: -1; I: 0.5; J: 12

COCC(=O)Nc1nc(-c2ccc([N+](=O)[O-])cc2)cs1
  A: 1; B: -0.9; C: -1; D: -0.1; E: 14; F: 9; G: -5; H: -4; I: -1.8; J: 4

Nc1c(C(=O)NCc2ccco2)c2nc3ccccc3nc2n1CCc1ccc(F)cc1
  A: 6; B: -2.1; C: 28*; D: -3.9; E: -30; F: -74; G: /; H: -102; I: -1.0; J: 4

COCCNC(=O)C1(C)CCCN(Cc2ccccc2N(C)C)C1 (stereo not drawn)
  A: /; B: -1.9; C: -1; D: -16; E: /; F: -5; G: -13; H: /; I: /; J: -1

CN(C(=O)CSc1nnc(-c2ccncc2)n1Cc1ccccc1)C1CCS(=O)(=O)C1 (stereo not drawn)
  A: /; B: /; C: -4; D: -0.7; E: 22; F: /; G: 3; H: 1; I: 2.6; J: 3

Cc1ccc(C(=O)NCC(c2ccco2)N2CCCCC2)s1 (stereo not drawn)
  A: -5; B: 0.8; C: 5; D: /; E: /; F: 0; G: 0; H: 1; I: 0.7; J: 3

COCCCn1cc(C(=O)c2cc(OC)ccc2OCC(=O)Nc2cc(C)on2)cc(C#N)c1=O
  A: -3; B: /; C: 1; D: -2.3; E: -13; F: -2; G: -9; H: 3; I: 4.2; J: 12

COc1ccccc1CNC(=O)C12CC3CC(CC(C3)C1)C2
  A: 4; B: -2.0; C: 1; D: -1.5; E: 11; F: 9; G: -31; H: -3; I: -0.3; J: 3

COc1cc(S(=O)(=O)N2CCN(C(=O)c3ccccc3)CC2)c(OC)cc1Br
  A: 5; B: /; C: 1; D: -3.3; E: 17; F: -12; G: -6; H: -7; I: -0.1; J: -8

CCOC(=O)N1CCN(CC(O)COc2ccc(-c3ccccc3)cc2)CC1 (stereo not drawn)
  A: -2; B: -0.5; C: 3; D: -1.4; E: 11; F: 7; G: -2; H: -7; I: 0.7; J: 1

O=c1[nH]cnc(CN2CCCCC2)c1O
  A: 5; B: /; C: 5; D: -0.5; E: /; F: -3; G: 10; H: /; I: /; J: 8

COc1ccccc1CNS(=O)(=O)c1ccc2c(c1)CC(C)N2C(=O)C1CC1 (stereo not drawn)
  A: 6; B: 0.5; C: 3; D: -3.1; E: -9; F: 13; G: 4; H: 7; I: -0.4; J: -7

Among those listed so far, these contain a thiophene ring, fused or not.
Keys – A = MazEF act; B = Mtb BioA inh; C = Mtb FBA inh; D = FadD28 FP inh; E = VHR inh abs; F = CCHF vOTU inh; G = BoNT F protease; H = Rv3671c inh; I = Mtb UGM inh; J = GDH-TPI inh
O=C(Nc1ccc(N2CCOCC2)nc1)c1cccs1
  A: 5; B: -2.0; C: 7; D: -1.7; E: -1; F: 1; G: 2; H: 1; I: 0.2; J: 4

Cc1ccc2[nH]cc(C(=O)NCc3cccs3)c(=O)c2c1
  A: 4; B: 0.0; C: 0; D: -6.0; E: 0; F: -2; G: 0; H: 2; I: 1.9; J: -4

CCN(CC)CCN(C)C(=O)CCc1nnc(-c2ccc(C)s2)o1
  A: -7; B: 1.9; C: 0; D: -0.9; E: 34; F: 10; G: 1; H: -3; I: 2.4; J: 0

CCOC(=O)N/N=C(\CCC(=O)O)c1cccs1
  A: 3; B: -0.5; C: 4; D: -0.2; E: 2; F: 1; G: 0; H: 1; I: -1.2; J: 7

COc1ccc(Br)cc1CNC(=O)Cc1cccs1
  A: 2; B: -1.3; C: 1; D: /; E: 2; F: -5; G: 6; H: /; I: 0.6; J: 10

Cc1ccc(C(=O)NCC(c2ccco2)N2CCCCC2)s1 (stereo not drawn)
  A: -5; B: 0.8; C: 5; D: /; E: /; F: 0; G: 0; H: 1; I: 0.7; J: 3

Screening data as filed in PubChem.
